Assay outcomes deposited in PubChem by Johns Hopkins Ion Channel Center.
KCNQ2 block – KCNQ2 channel blockers in CHO-K1 cells – cell-based, FluxOR thallium flux, B-score, primary screen (AID 2156); B-score at 10 µM; O88943; 1.1% of 310,000 active; 20 min; active compounds read low;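 active means fluorescence ratio B-score at most minus 3 library SDs, with starting brightness B-score within 2 library SDs, cut at about -5.5 in these data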
Kir21 block – blocks the mouse Kir2.1 inward-rectifier potassium channel | HEK293-Kir2.1, FluxOR thallium flux fluorescence; active compounds read low | B-score at 10 µM | 0.85% of 310,000 active | P35561 | AID 1672;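 active means fluorescence ratio B-score at or below minus 3 SD of library scores, with starting-brightness B-score within 2 SD, cut at about -4.2 in these data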;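 further: channel flux triggered by added potassium and thallium sulfate stimulus; B-score of peak minus minimum fluorescence over baseline after thallium stimulus; more negative B-score means stronger Kir2.1 block with less thallium influx; some compounds called inactive have numbers as strong as hits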
Target sequence (P35561 whole entry, looked up): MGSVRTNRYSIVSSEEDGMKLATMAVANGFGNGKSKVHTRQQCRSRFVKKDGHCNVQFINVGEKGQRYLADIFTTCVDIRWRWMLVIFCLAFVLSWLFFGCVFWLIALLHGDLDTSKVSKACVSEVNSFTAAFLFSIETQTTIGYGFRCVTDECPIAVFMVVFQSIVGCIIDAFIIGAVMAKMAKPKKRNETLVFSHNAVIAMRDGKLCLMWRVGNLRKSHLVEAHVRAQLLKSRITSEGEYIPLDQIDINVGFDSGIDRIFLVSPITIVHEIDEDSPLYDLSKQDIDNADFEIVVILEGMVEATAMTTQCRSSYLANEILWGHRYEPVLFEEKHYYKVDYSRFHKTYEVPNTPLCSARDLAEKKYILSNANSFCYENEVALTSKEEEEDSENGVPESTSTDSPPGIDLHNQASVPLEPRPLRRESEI
* hit, by the source's call; i = inactive.

SMILES | KCNQ2 block | Kir21 block
CCN(C(=O)COC(=O)c1cc(-c2cccc3ccccc23)nc2ccccc12)C1CCS(=O)(=O)C1 (stereo not drawn) | i | -0.15
Cc1nsc(Nc2ccc([N+](=O)[O-])cc2)c1C#N | i | 1.2
Cc1ccc(N2C(=O)c3n[nH]c(C)c3C2c2cccnc2)cc1 (stereo not drawn) | i | -2.8
Cc1ccc(CNC(=O)C(=O)NCCC2CCCCN2S(=O)(=O)c2ccccc2)cc1 (stereo not drawn) | i | 1.7
Cc1nc(C(F)(F)F)ccc1C(=O)NCC(O)c1ccccc1 (stereo not drawn) | i | 1.3
O=C(C1=C(Nc2ccccc2)c2ccccc2S(=O)(=O)N1)c1ccccc1 | i | 1.6
Cc1ccc(S(=O)(=O)N2CCCCCC2)cc1C(=O)NCc1ccccn1 | i | -0.19
Nc1ncc(Br)cc1S(=O)(=O)N1CCCCCC1 | i | -0.44
CCOC(=O)c1c(/N=C/N(C)C)sc(C(=O)OC)c1C | i | 0.01
C=CCn1c(SCC(=O)NC2CCCC2)nc2scc(-c3ccco3)c2c1=O | i | -2.6
CSC1=NC(=O)/C(=C/c2ccc(SC)cc2)S1 | i | -1.3
Cc1cccc(NC(=O)CSc2nc3ccc(N4C(=O)c5ccccc5C4=O)cc3s2)c1C | i | -0.07
COc1cc2sc3ccc(C#Cc4ccccn4)cc3c(=O)c2cc1OC | i | -0.29
Cc1cc(C)nc(NC(=O)CSc2nccc(C)n2)n1 | i | -0.62
Cc1ccc(OCC(=O)Nc2ccc(CN3CCCCC3)cc2)c(C)c1 | i | -1.1
Cc1ccc(NC(=S)N(CCN2CCOCC2)Cc2cc3cc4c(cc3[nH]c2=O)OCCO4)cc1 | i | 0.34
N#C/C(=C\c1ccc([N+](=O)[O-])o1)C(=O)Nc1ccc(F)cc1 | i | 0.88
Cn1c(C(=O)N2CCN(c3ncccn3)CC2)cc2c(=O)n(C)c3ccccc3c21 | i | -0.19
CCc1ccccc1NC(=O)CSc1nnc(CCNC(=O)OC(C)(C)C)o1 | i | 0.05
CCc1ccccc1N(CC(=O)NCCc1ccccc1)C(=O)CCC(=O)Nc1ccccn1 | i | -1.2
NC(=O)c1ccccc1NC(=O)CC12CC3CC(CC(Br)(C3)C1)C2 | i | 0.16
CCOC(=O)c1ccc(N2CCOCC2)c(NC(=O)COCC(=O)O)c1 | i | -2.6
CCN(CC)S(=O)(=O)c1cccc(NC(=O)c2ccc(C#N)cc2)c1 | i | -0.19
CN(C)CCCN1c2ccccc2CCc2ccc(Cl)cc21 | i | -6.2*
COCCOC(=O)C1=C(C)Nc2cc(=O)[nH]c(=O)n2C1c1cccc([N+](=O)[O-])c1 (stereo not drawn) | i | -2.6
O=C(Nc1nnc(SCC(=O)N2CCOCC2)s1)C1CC(=O)N(c2ccc(F)cc2)C1 (stereo not drawn) | i | 0.07
COc1cccc(C2c3c(oc4cc(C)c(C)cc4c3=O)C(=O)N2CCCN(C)C)c1 (stereo not drawn) | i | -0.21
CC(C)NC(=O)c1cc(C(=O)c2cc(Cl)ccc2O)coc1=N | i | 0.03
C=CCNC(=O)c1ccccc1Cl | i | 1.3
NC(=O)NCCCC(=O)NCC(c1ccccc1Cl)c1c[nH]c2ccccc12 (stereo not drawn) | i | 0.39
CCCC(=O)Nc1cc(-c2nc3ncccc3o2)ccc1Cl | i | -0.04
CCCSC(=S)c1c(C)[nH]n(-c2ccccc2)c1=O | i | 0
COc1cc(C(=O)NCCC(=O)NC(C)C)cc(OC)c1OC | i | 0.1
CCOC(=O)Cn1cnc2c(cnn2-c2ccccc2)c1=O | i | 1.6
CC(C)(C)c1ccccc1NC(=O)c1c(O)c2cccc3c2n(c1=O)CC3 | i | -0.51
CCN(CC(=O)Nc1ccc(OC)cc1)C(=O)c1oc2c(Cl)cccc2c1C | i | 1.4
COCCCNC(=O)c1ccc(Cn2c(=O)c3ccccc3n(CC(=O)NCc3ccco3)c2=O)cc1 | i | -0.01
CSc1ccc(CCNC(=O)Cn2ncc3c([nH]c4ccccc43)c2=O)cc1 | i | -1.6
Cc1c(Cl)cccc1-c1ccc(CNCc2ccccn2)o1 | i | 0.79
CN(C)CCNC(=O)c1ccc(CS(=O)(=O)c2c(Cl)cccc2Cl)o1 | i | -0.01
NC(=NC(=O)c1cccc(C(F)(F)F)c1)c1ccc(C(F)(F)F)cn1 | i | -0.34
COc1cc(OC)cc(C(=O)NCCN2CCOCC2)c1 | i | 1.2
CCc1ccc(NC(=O)C(C)OC(=O)c2cc(=O)[nH]c3ccc(S(=O)(=O)Nc4ccc(F)cc4)cc23)cc1 (stereo not drawn) | i | -0.46
CCOC(=O)c1ccccc1NC(=O)c1cn(-c2ccc(OC)cc2)c(=O)c2ccccc12 | i | 0.45
Cn1cc(CN2CCCC(CO)C2)c(-c2ccc(Oc3ccccc3)cc2)n1 (stereo not drawn) | i | -0.28
COc1ccc(Br)cc1CNC(=O)CN1C(=O)C(c2ccccc2)Oc2cccnc21 (stereo not drawn) | -7* | -0.55
COc1cc(/C=C/C(=O)NCCN2CCOCC2)cc(OC)c1OC | i | -1.5
Nc1nc(SCC(=O)NC2CCCCCC2)[nH]c(=O)c1-c1ccccc1 | i | -0.58
CC(C)c1ccc(NC(=S)Nc2cccc3ccccc23)cc1 | i | 0.02
CC(C)OC(=O)c1cc2c(ccn2C)n1CC(=O)N1CCC(Cc2ccccc2)CC1 | i | -2.1
O=C(NCc1cccc(CNC(=O)C(=O)NCc2ccco2)c1)C(=O)NCc1ccco1 | i | 1.6
CCOCC(=O)N(CC)Cc1ccccc1 | i | 1.2
O=C(N/N=C/c1ccccc1C(=O)O)c1ccccc1Br | i | 0.66
COc1ccc(CN(C(=S)Nc2ccccc2)C2CC(=O)N(c3ccc(Cl)cc3)C2=O)cc1 (stereo not drawn) | i | 1.4
O=C(Nc1c(C(=O)Nc2cccc3ccccc23)cnn1-c1ccccc1)c1ccco1 | i | 0.72
Cc1cc(NC(=O)c2ccc(Br)cc2)nc(C)n1 | i | 0.97
C=CCN1C(=O)c2cccc3c(N4CCCCC4)ccc(c23)C1=O | i | -1.2
Cc1ccc(C(=O)NCc2ccc(Cl)cc2)o1 | i | 1.1
CC(C)c1ccc(S(=O)(=O)N2CCN(C(=O)c3ccco3)CC2)cc1 | i | -0.89
CCCCC(=O)Nc1ccc(C(=O)NNC(=O)CCCOc2ccc(Cl)cc2Cl)cc1 | i | 0.08

The results go on.
SMILES | KCNQ2 block | Kir21 block
COC(=O)CN1C(=O)[C@H]2[C@@H](C3CC3)N3C(=O)CN(Cc4ccccn4)C(=O)[C@@]3(Cc3ccccc3)[C@H]2C1=O | i | -0.39
COc1ccc(-c2cc(C(F)(F)F)nc(-n3ccnc3)n2)cc1 | i | -0.29
CC(=O)Oc1cccc(C(=O)Nc2cccc(C(=O)Nc3ccccc3C(=O)O)c2)c1 | i | -0.02
O=C(COc1ccc(C(=O)c2ccccc2)cc1)NCc1ccc(F)cc1 | i | -2.3
COC(=O)c1ccc(S(=O)(=O)NC(C)(C)C)n1C | i | 0.91
NNc1ccc(S(=O)(=O)N2CCCCC2)cn1 | i | 1
O=c1oc2ccc(Cl)cc2nc1/C=C(\O)c1cccs1 | i | 0.87
COc1cc(Cl)ccc1OCc1cc(C(=O)N2CCCCC2c2cccnc2)no1 (stereo not drawn) | i | -1
O=C(NC1CCCC1)c1ccc(CN2CCOCC2)cc1 | i | 0.8
COc1ccc(C2C=C(c3ccc(Br)s3)Nc3ncnn32)cc1OC (stereo not drawn) | i | -0.24
COc1ccc(N(Cc2ccccc2)S(=O)(=O)c2cc(C(=O)O)ccc2Cl)cc1 | i | -1.2
C=CCN1C(=NC(=O)CCC)SC2CS(=O)(=O)CC21 (stereo not drawn) | i | 0.01
Cc1ccc(NC(=O)CCn2cc(C(F)(F)F)ccc2=O)cc1 | i | 0.38
CC(C)(C)NC(=O)COC(=O)c1ccccc1NC(=O)c1ccco1 | i | -1.2
COc1ccccc1CNC(=O)N1CCN(S(=O)(=O)c2ccc(C)cc2)CC1 | i | 1.4
CCN(CC)CCOc1ccccc1OC | i | 1.1
O=C1c2cccc3cccc(c23)C(=O)N1c1cccc(O)c1 | i | -1.8
COc1cccc(C(=O)N2CCN(Cc3nc(CC4CC4)no3)CC2)c1 | i | 1.2
CC(OC(=O)c1cc(-c2cccnc2)nc2ccccc12)C(=O)Nc1ccc2ccccc2c1 (stereo not drawn) | i | -0.06
CN1CCN(NC(=O)c2ccc(COc3ccccc3Br)o2)CC1 | i | -0.02

Copied from the list.
Reading for Cc1cc(C)nc(NC(=O)CSc2nccc(C)n2)n1 under Kir21 block: -0.62
Reading for Cc1cccc(NC(=O)CSc2nc3ccc(N4C(=O)c5ccccc5C4=O)cc3s2)c1C under Kir21 block: -0.07
Reading for CC(C)(C)NC(=O)COC(=O)c1ccccc1NC(=O)c1ccco1 under Kir21 block: -1.2

(cont.)
SMILES | KCNQ2 block | Kir21 block
COc1ccc(CN(C)C(=O)c2cc(-c3ccc(C)cc3C)nc3ccccc23)c(OC)c1OC | i | -0.67
COc1ccccc1-n1c(C)cc(SC)c(C(C)=O)c1=S | i | -0.37
O=C(CCNC(=O)Cn1ccc2ccccc2c1=O)NCCN1CCN(c2ccccc2F)CC1 | i | -0.87
O=C(CSc1ccsc1[N+](=O)[O-])N1CCN(c2ccccn2)CC1 | i | 0.56
Cc1ncn(C23CC4CC(CC(O)(C4)C2)C3)n1 | i | 0.44
CC(C)c1nnc(SCC(=O)NC2CCCC2)n1C | i | 0.07
COc1ccc(CNC(=O)c2cnc3n(c2=O)CCS3)cc1 | i | -0.49
O=C(O)c1ccc(N2CCCC2=O)cc1 | i | 2.2
O=S(=O)(Nc1cccc(-c2cn3c(n2)SCC3)c1)c1cccs1 | i | -1.5
CCOC(=O)C(Sc1cc(-c2ccccc2)nc2ncnn12)C(C)=O (stereo not drawn) | i | 0.31
C=CCn1c(=O)/c(=C/c2ccc(C)o2)s/c1=C(/C#N)C(=O)c1ccccc1 | i | -0.08
Cc1cc(C)n(-c2ccc(C(=O)NCc3ccc4c(c3)OCO4)cc2)n1 | i | -2.9
CC(=O)NCCn1c(SCC(=O)c2ccccc2)nc2ccccc2c1=O | i | -1.1
CCOC(=O)c1c(-c2ccccc2)csc1NC(=O)CSc1nnnn1C | i | -0.81
COc1cc(CC(=O)OC2CCOC2=O)cc(OC)c1OC (stereo not drawn) | i | 0.03
CCN(Cc1ccncc1)C(=O)C(CO)c1ccccc1 (stereo not drawn) | i | 1.9
CN1CCN(C(=O)C2(NC(=O)Nc3cccc(F)c3)CCCCC2)CC1 | i | 0.67
COc1cc(Cl)ccc1OCc1cc(C(=O)N2CCC(N(C)C)C2)no1 (stereo not drawn) | i | -2.1
CC(=O)OCCNc1cc(SC(C)C)c2nonc2c1[N+](=O)[O-] | i | 0.01
Cc1cccc(Nc2ccc3nonc3c2[N+](=O)[O-])c1C | i | 1.2

Fetched by structure from the entries so far, six records:
SMILES | KCNQ2 block | Kir21 block
Cc1cc(C)n(-c2ccc(C(=O)NCc3ccc4c(c3)OCO4)cc2)n1 | i | -2.9
CC(=O)NCCn1c(SCC(=O)c2ccccc2)nc2ccccc2c1=O | i | -1.1
CCOC(=O)c1c(-c2ccccc2)csc1NC(=O)CSc1nnnn1C | i | -0.81
COc1ccccc1-n1c(C)cc(SC)c(C(C)=O)c1=S | i | -0.37
O=C(CCNC(=O)Cn1ccc2ccccc2c1=O)NCCN1CCN(c2ccccc2F)CC1 | i | -0.87
O=C(CSc1ccsc1[N+](=O)[O-])N1CCN(c2ccccn2)CC1 | i | 0.56

Entries from the list above that have a thiophene ring, fused or not, in the order listed:
SMILES | KCNQ2 block | Kir21 block
CCOC(=O)c1c(/N=C/N(C)C)sc(C(=O)OC)c1C | i | 0.01
C=CCn1c(SCC(=O)NC2CCCC2)nc2scc(-c3ccco3)c2c1=O | i | -2.6
O=c1oc2ccc(Cl)cc2nc1/C=C(\O)c1cccs1 | i | 0.87
COc1ccc(C2C=C(c3ccc(Br)s3)Nc3ncnn32)cc1OC (stereo not drawn) | i | -0.24
O=C(CSc1ccsc1[N+](=O)[O-])N1CCN(c2ccccn2)CC1 | i | 0.56
O=S(=O)(Nc1cccc(-c2cn3c(n2)SCC3)c1)c1cccs1 | i | -1.5
CCOC(=O)c1c(-c2ccccc2)csc1NC(=O)CSc1nnnn1C | i | -0.81

Next section
SMILES | KCNQ2 block | Kir21 block
S=c1[nH]nc(-c2ccccc2Br)n1Cc1ccccc1 | i | -3.1
Cn1cnnc1Sc1ccc(C(=O)OCC(=O)NC2CC2)cc1[N+](=O)[O-] | i | 0.93
CC(C(Sc1ccccc1N)c1ccccc1)[N+](=O)[O-] (stereo not drawn) | i | -7.2*
Cc1ccc([N+](=O)[O-])c(OCC(=O)OCC(=O)c2ccccc2)c1 | i | 0.34
COc1cc(OC)c(NC(=O)c2c(-c3ccccc3)noc2C)cc1Cl | i | 0.52
Cc1nn(-c2ccccc2)c2sc(C(=O)OCn3nnc4ccccc4c3=O)cc12 | i | 1
COc1cc2sc(C)nc2c2sccc12 | i | -1.1
COc1cccc(C(=O)N2CCN(Cc3ccccc3C(F)(F)F)CC2)c1 | i | -0.42
CCOC(=O)c1c(C)noc1CP(=O)(c1ccccc1)c1ccccc1 | i | 1.8
Cc1ccc2cc(CCNC(=O)c3ccc4c(c3)OCO4)c(=O)[nH]c2c1 | i | -2.5
O=S(=O)(c1ccc(F)cc1)n1cnc2ccccc21 | i | 0.04
Cc1nn(C)c(C)c1NC(=O)c1ccc(Br)o1 | i | 0.62
O=C(NCC1CCCN(C(=O)c2cccnc2)C1)c1ccc(-c2ccccc2)cc1 (stereo not drawn) | i | -0.84
O=C(c1ccc(S(=O)(=O)NCc2ccco2)cc1)N1CCCC(C(F)(F)F)C1 (stereo not drawn) | i | -0.7
O=C(COC(=O)COc1ccccc1F)Nc1ccc(Cl)cn1 | i | -0.09
O=S(=O)(Cc1ccccc1Cl)c1ncn[nH]1 | i | -0.31
Cn1c(=O)c2c(nc(N3CCCCCC3)n2Cc2cccc3ccccc23)n(C)c1=O | i | 0.33
